Bioassay records (PubChem)
Neddylation inh = inhibitors of cullin neddylation, primary screen, biochemical, TR-FRET, uHTS, NAE and Ubc12. calls only at 25 µM. 360,000 compounds, 0.58% hits. AID 651699, 2012; in the data active = inhibition above about 36%
eLon inh = inhibitors of E. coli Lon protease, primary screen, biochemical, fluorescence polarization; P0A9M0; purified E. coli Lon protease; inhibition, % at 7.94 µM; 360,000 compounds, 0.42% hits; AID 602123, 2011; in the data active = inhibition above about 13%, passing the limit was not always enough;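 note: 0% = enzyme with probe and DMSO and 100% = no enzyme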
NRP1-CendR mod = modulators of CendR peptide binding to NRP-1, primary screen, biochemical, fluorescence polarization, uHTS. FAM-RPARPAR peptide binding to NRP-1. inhibition, % at 25 µM. 360,000 compounds, 0.85% hits. AID 602438, 2012;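 active = inhibition or corrected inhibition above about 18%, plus a signal ratio from 0.5 to 1.5, limit read from the data, passing the limit was not always enough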; note: strong numbers were not always called active
Rin1-Abl PPI inh = inhibitors of Rin1-Abl protein binding, primary screen, biochemical, TR-FRET. inhibition, % at 7.35 µM. 360,000 compounds, 0.4% hits; in the data active = inhibition above about 5%, passing the limit was not always enough
PABP1 MLLE inh = inhibitors of PABP1 MLLE–PAM2 peptide binding, primary screen, biochemical, fluorescence polarization, FITC-PAM2, GST-MLLE | inhibition, % at 20 µM | 360,000 compounds, 0.36% hits; in the data active = inhibition above about 35%, passing the limit was not always enough;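 note: plate controls were DMSO wells with GST-MLLE for no effect and wells lacking GST-MLLE protein for full effect; some results filed as inactive read as strong as hits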
MT1-MMP act inh = blockers of MT1-MMP proenzyme processing, primary screen, HT1080 RFP-PRO-GFP cells, GFP/RFP fluorescence | GFP/RFP ratio fluorescence, overnight; percent of plate control window, DMSO zero | GFP/RFP ratio change, % at 20 µM | 360,000 compounds, 0.061% hits;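 active = GFP/RFP ratio change of at least 30% with cell ATP level not reduced by more than half and red fluorescence within 50% of control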; note: strong numbers were not always called active
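Test system: HT1080 RFP-PRO-GFP cells; Benchmarks: DMSO and RFP-L50D-GFP cell wells; Timing: cells overnight before dosing, compound overnight, 37 °C, 5% CO2; Compound: one 20 µM compound dose with 1% DMSO; Read-out: GFP/RFP fluorescence ratio.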
MsrA act = bovine MsrA enzyme activators, primary screen, biochemical, absorbance, HTS. Methionine sulfoxide reductase A (Bos taurus). purified bovine MsrA, absorbance read-out. activation, % at 10.6 µM. 360,000 compounds, 0.3% hits. AID 602163, 2012; in the data active = activation above about 7.5%;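 note: 0% = vehicle and 100% = reference activator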
SKN-1 inh = suppressors of acrylamide-induced Pgst-4::GFP reporter in worms, primary screen, SKN-1 inhibitor project, whole organism, uHTS, GFP/RFP fluorescence ratio, strain VP596. C. elegans VP596 Pgst-4::GFP/RFP ratio, 24 h. inhibition, % at 21.8 µM. 360,000 compounds, 0.49% hits. AID 624304, 2012;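 active = interference check ratio from 0.5 to 1.5 plus GFP to RFP signal ratio inhibition reaching or exceeding a fixed threshold, cut at about 30% in these data, passing the limit was not always enough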; note: some compounds called inactive have numbers as strong as hits
FAS TE block = FAS thioesterase domain inhibitors, primary screen, biochemical, fluorescence intensity, uHTS; Fatty acid synthase (Homo sapiens), P49327; recombinant FAS-TE, OMFH fluorogenic substrate, fluorescence endpoint; inhibition, % at 15 µM; 360,000 compounds, 0.67% hits;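 active = compounds whose normalised, plate-corrected inhibition of enzyme fluorescence in the single-dose primary screen is 50% or more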;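 note: 0% = DMSO with enzyme and 100% = substrate without enzyme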
The depositor's hits bear a star; i = inactive; x = not tested or not shown; + = active, no number.

#1 COc1ccc(NC(=O)CCC2CCCC2)cc1OC
#2 Cc1nn(-c2ccccc2)c(/N=C/c2ccc(O)cc2)c1-c1ccccc1
#3 N/C(=N\OC(=O)c1ccccc1)c1ccccn1
#4 O=C(c1ccco1)N1CCN(Cc2cccnc2)CC1
#5 O=c1nc2ccccc2c2n1CC(CN1CCN(c3cccc(Cl)c3)CC1)N2 (centres undefined)
#6 COc1ccc2c(CC(=O)N[C@@H](Cc3ccccc3)C(=O)O)cc(=O)oc2c1
#7 COc1cc2cc(C(=O)N/N=C/c3cccc(OC)c3OC)[nH]c2cc1OC
#8 CN(C)c1c([N+](=O)[O-])cc2[nH]c(=O)[nH]c2c1[N+](=O)[O-]
#9 Cc1oc(-c2ccc(Cl)cc2)nc1CS(=O)CC(=O)NC1CCCCC1 (centres undefined)
#10 Cn1c(NCc2ccncc2)nc2cc(-c3ccsc3)sc2c1=O

assay / compound	1	2	3	4	5	6	7	8	9	10
eLon inh	3.9	3.1	-6.1	2.0	1.1	0.8	8.1	0.5	0.7	-2.1
MT1-MMP act inh	3.0	3.4	-0.1	2.7	5.2	2.8	10.8	14.7	-0.7	0.9
NRP1-CendR mod	1.5	-0.2	1.9	3.4	-2.4	2.2	-1.9	-4.5	15.5	14.3
MsrA act	-3.4	-2.3	-1.8	-6.8	-8.0	-5.5	-7.6	-11.4	-3.5	-4.4
Rin1-Abl PPI inh	0.2	0.4	-0.6	-0.3	3.4	0.6	-1.2	-15.9	0.7	-2.8
SKN-1 inh	2.3	4.1	8.3	-5.7	-3.2	-6.2	0.8	-2.9	9.7	-8.3
Neddylation inh	i	i	i	i	i	x	+	i	i	i
FAS TE block	-4.6	4.0	-6.8	-4.8	0.5	-7.3	1.6	7.8	-1.9	-3.6
PABP1 MLLE inh	0.2	-3.3	9.8	4.2	8.0	-8.0	-4.4	-5.3	-1.5	1.7

Single records, as listed above:
COc1ccc(NC(=O)CCC2CCCC2)cc1OC as listed: eLon inh: 3.9; MT1-MMP act inh: 3.0; NRP1-CendR mod: 1.5; MsrA act: -3.4; Rin1-Abl PPI inh: 0.2; SKN-1 inh: 2.3; Neddylation inh: i; FAS TE block: -4.6; PABP1 MLLE inh: 0.2
COc1cc2cc(C(=O)N/N=C/c3cccc(OC)c3OC)[nH]c2cc1OC as listed: eLon inh: 8.1; MT1-MMP act inh: 10.8; NRP1-CendR mod: -1.9; MsrA act: -7.6; Rin1-Abl PPI inh: -1.2; SKN-1 inh: 0.8; Neddylation inh: +; FAS TE block: 1.6; PABP1 MLLE inh: -4.4

(next part)
#11 COc1ccc(/C=N/n2c(SC)nnc2-c2ccccc2)cc1C
#12 COc1cc(Cl)c(C)cc1NC(=O)CSC
#13 COc1ccc(S(=O)(=O)N2CCC(C(=O)N(CC(C)C)C3CCS(=O)(=O)C3)CC2)cc1OC (centres undefined)
#14 COc1ccccc1N1CCN(S(=O)(=O)c2ccc(-n3cnnn3)cc2)CC1
#15 Cc1cn(CC2COC(C)(C)O2)c(=O)[nH]c1=O (centres undefined)
#16 CCN(CC)C(=O)[C@H]1C[C@H](CC(=O)NC/C=C(\C)CCC=C(C)C)C(=O)N2CCc3c([nH]c4ccc(Cl)cc34)[C@]12C
#17 Cc1cccc(C)c1-n1cccc1/C=C1/C(=N)N2C(=NC1=O)SN=C2S(C)(=O)=O
#18 Cc1ccc(S(=O)(=O)N2CCCC(C(=O)NCc3ccc4c(c3)OCO4)C2)cc1 (centres undefined)
#19 CCOC(=O)Cn1c(CN(Cc2ccccc2)Cc2ccccc2)nc2c1c(=O)n(C)c(=O)n2C
#20 CCn1cc(C(=O)NCC2COc3ccccc3O2)c2cc(OC)c(OC)cc2c1=O (centres undefined)

assay / compound	11	12	13	14	15	16	17	18	19	20
eLon inh	3.0	-13.7	-3.8	-3.0	-2.7	-5.6	-4.0	-1.5	5.9	-11.9
MT1-MMP act inh	-6.0	6.2	1.4	0.6	3.5	-23.9	-1.8	-5.5	-8.4	-2.0
NRP1-CendR mod	5.8	-0.8	-5.1	0.3	2.7	-5.4	-50.1	13.6	-12.1	6.9
MsrA act	3.2	-3.8	-2.7	-1.1	-9.9	-4.4	-8.0	7.1	1.3	-1.8
Rin1-Abl PPI inh	0.6	-1.6	1.0	-0.9	-1.2	-2.1	2.8	1.6	-1.4	2.6
SKN-1 inh	7.7	-2.1	7.9	19.3	-0.3	-14.3	9.3	15.6	4.3	11.4
Neddylation inh	i	i	i	i	i	i	i	i	i	i
FAS TE block	8.6	-0.7	-7.3	23.7	-8.3	25.1	9.3	9.7	31.9	-2.5
PABP1 MLLE inh	0.3	4.6	-38.1	9.7	3.1	9.5	-1.7	5.8	2.9	-1.4

#21 Cc1cccc(NC(=O)c2cccc(N3C(=O)C4C5C=CC(C6CC56)C4C3=O)c2)c1 (centres undefined)
#22 COc1ccccc1N1CCN(C2CCCN(C(=O)CCc3c(C)noc3C)C2)CC1 (centres undefined)
#23 O=C1C(c2ccccc2)=[N+]([O-])c2ccccc21
#24 COc1ccc(CN=C(Nc2ccccc2)SC2CC(=O)NC2=O)cc1 (centres undefined)
#25 CCCCNC(=O)CN(CCc1ccccc1)S(C)(=O)=O
#26 CCOC(=O)C1/C(=N\O)CC(C)(O)C(C(=O)OCC)C1c1ccc(N(C)C)cc1 (centres undefined)
#27 NS(=O)(=O)c1ccc(NC(=O)CSC2CCCCC2)cc1
#28 O=C(COc1ncnc2ccccc12)N1CCN(c2ccccc2)CC1
#29 COC(=O)[C@@]1(Cc2ccccc2)[C@H]2C(=O)N(Cc3ccccc3)C(=O)[C@H]2[C@H]2CN=C(SCc3ccc(Cl)cc3)N21
#30 O=C(CCN1C(=O)C2C3C=CC(C3)C2C1=O)Nc1nccs1 (centres undefined)

assay / compound	21	22	23	24	25	26	27	28	29	30
eLon inh	-11.2	-4.2	-10.2	-2.8	-5.2	-3.7	0.0	6.2	-2.2	7.5
MT1-MMP act inh	4.5	-1.5	0.9	-1.1	0.4	-2.5	2.7	0.4	-9.4	4.0
NRP1-CendR mod	-21.6	-1.2	30.4*	1.5	4.9	8.2	0.7	11.6	5.9	2.3
MsrA act	-2.3	-7.7	1.5	-6.9	-2.0	-2.5	4.1	3.4	-2.7	-0.1
Rin1-Abl PPI inh	0.6	-1.2	7.1	-1.0	1.5	-2.5	1.2	2.4	-1.9	-1.3
SKN-1 inh	23.2	1.5	-1.6	-0.6	7.2	1.0	9.8	-1.9	-2.1	7.1
Neddylation inh	i	i	i	i	i	i	i	i	i	i
FAS TE block	11.1	-4.0	-1.2	2.3	-7.5	-8.1	-3.9	-1.9	21.0	-3.7
PABP1 MLLE inh	7.5	4.6	2.0	3.8	-2.8	6.5	6.5	-10.1	1.8	-1.8

#31 CC(=O)Nc1sc2c(c1C(N)=O)CCN(Cc1ccccc1)C2
#32 Cc1cc(=O)[nH]c(N/N=C/c2ccc(O)c(O)c2)n1
#33 Cc1cc(C(=O)Nc2cccc3ccccc23)n(-c2ccccc2)n1
#34 Cc1cccc(-n2c(SCC(=O)NCC3CCCO3)nc3ccccc3c2=O)c1C (centres undefined)
#35 O=C(O)C1C2CCCCC2=C2CCCCC2C1C(=O)Nc1nccs1 (centres undefined)
#36 O=C1c2ccccc2C(=O)N1CCCCCCN1C(=O)c2ccccc2C1=O
#37 O=C(CSc1nnc(C2COc3ccccc3O2)o1)N1CCCCC1 (centres undefined)
#38 CCCCc1nc2cc(Cl)ccc2o1
#39 Nc1ccc(S(=O)(=O)Nc2nccs2)cc1N=Nc1ccccc1[N+](=O)[O-]
#40 Cc1sc2nc(SC(C)C)nc(N)c2c1C

assay / compound	31	32	33	34	35	36	37	38	39	40
eLon inh	2.2	-4.0	-3.6	-8.8	-9.5	-2.9	-6.6	-1.6	-3.6	-4.8
MT1-MMP act inh	x	4.0	2.3	-2.6	-5.9	-0.3	4.6	-4.5	-6.7	10.2
NRP1-CendR mod	-5.2	0.5	4.2	-0.7	-2.7	0.4	1.3	-2.7	-12.5	-2.1
MsrA act	-9.0	-5.7	-0.6	-1.7	-5.5	0.1	-4.2	-2.9	-4.4	-10.2
Rin1-Abl PPI inh	-6.8	0.3	1.4	0.2	2.5	-2.1	0.6	-1.6	1.1	7.5
SKN-1 inh	-19.9	17.1	-5.2	2.3	5.6	-3.1	-1.9	2.3	-0.1	2.5
Neddylation inh	i	i	i	i	i	i	i	i	i	i
FAS TE block	-11.3	0.4	6.0	-1.2	-4.2	5.4	-3.0	-1.4	4.9	-9.7
PABP1 MLLE inh	-4.1	-22.8	-1.7	6.2	-3.2	-1.4	19.2	1.3	11.6	21.1

#41 COc1ccc(CCNC(=O)CSc2nc3[nH]ncc3c(=O)[nH]2)cc1OC
#42 O=C(NNC(=O)c1ccccc1[N+](=O)[O-])c1ccccc1[N+](=O)[O-]
#43 N#C/C(=C\c1ccccc1)C(=O)N1CCC(C(N)=O)CC1
#44 COc1ccccc1NC(=O)C(=O)N(c1cccnc1)C(C(=O)NC(C)(C)C)c1ccccc1F (centres undefined)
#45 CCOC(=O)c1c(-c2cccs2)csc1NC(=O)CSc1ncn[nH]1
#46 COc1ccc(NC(=O)Nc2nc3c(s2)CCCC3)cc1
#47 O=c1oc2ccccc2c(Nc2ccccc2)c1CN1CCCCC1
#48 CCN(CCO)c1nc(NCc2ccccc2)c2cnn(C)c2n1
#49 CC(=O)NC1=NN(C(C)=O)C(C)(CCS(=O)(=O)c2ccc(Cl)c(Cl)c2)S1 (centres undefined)
#50 Cc1ccc(-n2nnc3c(=O)n(CC(=O)NCc4ccco4)cnc32)cc1

assay / compound	41	42	43	44	45	46	47	48	49	50
eLon inh	-0.1	-5.0	8.0	-2.5	4.6	-7.4	-0.2	-5.7	-12.2	1.9
MT1-MMP act inh	-0.5	1.3	-5.7	-1.4	1.8	-2.4	2.7	-1.8	0.5	-1.8
NRP1-CendR mod	-9.0	-8.5	0.3	11.8	-7.1	16.8	-19.6	-0.4	-2.6	1.8
MsrA act	-4.5	-7.1	-4.2	-4.7	-3.8	0.0	-1.2	0.8	-4.6	-2.2
Rin1-Abl PPI inh	-1.5	0.8	-2.9	3.0	-5.5	-0.1	-0.5	-1.3	0.9	0.7
SKN-1 inh	-1.3	1.8	5.2	12.4	9.7	6.8	1.5	4.3	4.8	-8.0
Neddylation inh	i	i	i	i	i	i	i	i	i	i
FAS TE block	-6.1	-2.2	0.4	-3.7	-171.7	2.7	2.0	-0.9	-8.0	-0.6
PABP1 MLLE inh	7.1	20.7	7.8	-2.0	28.3	0.0	15.3	9.6	0.8	3.5

#51 CC(C)c1ccc(C2NC(=O)NC3=C2CCc2ccccc23)cc1 (centres undefined)
#52 COc1ccc(NC(=O)COC(=O)C2CC(=O)N(Cc3ccc(C)cc3)C2)cc1 (centres undefined)
#53 COc1cc(NC(=O)CCCNC(=O)Cn2cnc3sc(C)c(C)c3c2=O)cc(OC)c1OC
#54 O=C/C(=C\Nc1ccc(S(=O)(=O)CCO)cc1)c1nc2cc(Cl)ccc2o1
#55 O=C(NCCc1ccco1)c1cc(COc2cccc(C(F)(F)F)c2)on1

assay / compound	51	52	53	54	55
eLon inh	-8.6	5.2	-4.9	-1.0	-11.9
MT1-MMP act inh	-13.8	-3.4	2.1	-54.7	-2.1
NRP1-CendR mod	-42.6	8.9	3.1	-5.4	-3.9
MsrA act	-2.0	-4.5	-3.4	-2.5	-3.1
Rin1-Abl PPI inh	-6.1	2.4	-1.1	-2.2	5.7
SKN-1 inh	15.2	17.4	16.8	3.5	-14.0
Neddylation inh	i	i	i	i	i
FAS TE block	-0.9	-5.2	-4.2	6.4	32.8
PABP1 MLLE inh	-11.2	9.9	-0.3	7.9	-3.5
